Source: PubChem BioAssay (several laboratories)
PKA-R2B activ: PKA-R2B complex activation. P22694+P31323. PKA-R2B holoenzyme dissociation, Cy5-IP20 fluorescence polarization; R2B truncated from residue 108, S112A mutant; 0% DMSO only, 100% 113 µM cGMP. activation, % at 11.4 µM. 340,000 compounds, 0.079% hits;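 active means activation above a cutoff set at the mean over all compounds plus 3 SD, cut at about 18% in these data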;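 further: higher means more holoenzyme dissociation and a rise in polarization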
Arrestin-AP2 inh: blocks beta-arrestin peptide binding to AP2 adaptin; inhibition, % at 10 µM; 340,000 compounds, 0.31% hits; FITC-arrestin peptide / GST-AP2 beads, flow cytometry; AP2 beta2 appendage carries R879A mutation; AID 504490;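 active means inhibition above a set limit, near 3 SD of compounds lacking own fluorescence, cut at about 54% in these data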;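 further: plate controls were DMSO wells for no effect and 5 µM unlabelled arrestin peptide for full effect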
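test system = AP2 appendage R879A on GSH beads | buffer or medium = PBS plus Tween 20 (0.05%) and BSA (0.1%) | incubation = 12 min plus 1 h, RT | detection = bead flow cytometry, FITC channel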
OPRM1-OPRD1 inv: inverse agonist of human OPRM1-OPRD1 heterodimerization | P35372+P41143 | cell-based MOR-DOR heterodimer luminescence, inverse agonism | inhibition, % at 9.3 µM | 340,000 compounds, 0.21% hits | AID 504357; in the data active means inhibition above about 22%, passing the limit was not always enough;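 further: 0% = cells with DMSO and 100% = wells without cells with DMSO; values of inactives mirror those of a sister screen read the other way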
Pemphigus Ab inh: inhibitors of pemphigus antibody binding to human desmoglein-3; P32926; DSG3-coupled beads, scFv-anti-DSG3-GFP binding, flow cytometry; hits give low values; binding (percent of control), % at 10 µM; 310,000 compounds, 0.48% hits; AID 588358;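 active means binding more than 3 SD below its plate's average and above zero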;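 further: hits lower antibody fragment binding to DSG3; some compounds called inactive have numbers as strong as hits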
OPRM1-OPRD1 ag: agonists of human mu-delta opioid receptor heterodimerization. cells, OPRM1-OPRD1 heterodimerization, luminescence. 340,000 compounds, 0.3% hits. activation, % at 9.3 µM; in the data active means activation above about 18%;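 further: 0% = vehicle-treated cells and 100% = reference agonist; values of inactives mirror those of a sister screen read the other way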
V-ATPase pH: yeast V-ATPase proton transport regulation by pHLuorin | S. cerevisiae, pHLuorin cytosolic pH fluorescence | response, % at 10 µM | 350,000 compounds, 0.37% hits | AID 504577; in the data active means response mostly above about 7.3%, no sharp cut-off; inactive means mostly below about 5.4%; further: actives read high; inactives centre near 0; some compounds called inactive have numbers as strong as hits; reference of the scale not given here
HTR5A ag ctr: counter-screen for OPRM1-OPRD1 agonists: human HTR5A agonism; activation, % at 9.3 µM; 340,000 compounds, 0.61% hits; HTR5A agonist assay, luminescence, cell-based; AID 504692; in the data active means activation mostly above about 9.5%, no sharp cut-off; inactive means mostly below about 7.6%;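 further: 0% = cells with vehicle only and 100% = reference agonist; strong numbers were not always called active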
DAGLB inh: blocks human DAGLB lipase activity; inhibition, % at 5.17 µM; HEK293T DAGLB membrane lysate, EnzChek fluorogenic substrate; AID 504411; 340,000 compounds, 0.059% hits; Q8NCG7; in the data active means inhibition above about 34%;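 further: 0% = enzyme with vehicle and 100% = wells lacking enzyme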
Target sequence (Q8NCG7 whole entry, looked up): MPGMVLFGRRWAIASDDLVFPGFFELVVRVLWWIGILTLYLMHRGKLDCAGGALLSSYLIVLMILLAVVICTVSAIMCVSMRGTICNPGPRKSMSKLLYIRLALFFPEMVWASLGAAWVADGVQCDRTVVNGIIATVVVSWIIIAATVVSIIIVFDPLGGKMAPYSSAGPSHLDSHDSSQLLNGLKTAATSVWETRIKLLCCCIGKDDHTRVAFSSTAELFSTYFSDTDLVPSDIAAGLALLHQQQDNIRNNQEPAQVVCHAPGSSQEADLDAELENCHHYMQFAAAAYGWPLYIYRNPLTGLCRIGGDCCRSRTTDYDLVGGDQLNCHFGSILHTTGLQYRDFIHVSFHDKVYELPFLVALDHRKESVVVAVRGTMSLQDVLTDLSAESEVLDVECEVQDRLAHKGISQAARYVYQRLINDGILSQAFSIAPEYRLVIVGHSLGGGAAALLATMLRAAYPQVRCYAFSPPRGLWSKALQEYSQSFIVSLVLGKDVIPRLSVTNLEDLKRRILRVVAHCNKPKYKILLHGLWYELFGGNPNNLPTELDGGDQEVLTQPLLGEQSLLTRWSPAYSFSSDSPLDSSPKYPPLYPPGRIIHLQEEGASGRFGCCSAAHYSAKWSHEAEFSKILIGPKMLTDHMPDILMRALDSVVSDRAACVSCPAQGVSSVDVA
HTR5A inv ag: counter-screen for OPRM1-OPRD1 inverse agonists: human HTR5A inverse agonism. P47898. HTR5A cell line, luminescence. inhibition, % at 9.3 µM. 340,000 compounds, 0.083% hits; in the data active means inhibition mostly above about 23%, no sharp cut-off; inactive means mostly below about 18%;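 further: 0% = cells with DMSO and 100% = no-cell wells with DMSO; some compounds called inactive have numbers as strong as hits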
PKA-R1A act: activates the PKA-R1A holoenzyme complex | P00514+P68181 | PKA-R1A dissociation, Cy5-IP20 fluorescence polarization; scaled: DMSO 0%, 113 µM cGMP 100% | activation, % at 11.4 µM | 340,000 compounds, 0.083% hits | AID 504707;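 active means percent activation above the mean of all tested compounds plus 3 SD, cut at about 19% in these data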;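 further: higher means more PKAc released from R1A so a rise in polarization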
Active calls of the source: *; nt = no result given. Compounds were not picked by outcome; overall some 2.4% were active at least once.

Below each compound: PKA-R2B activ	Arrestin-AP2 inh	OPRM1-OPRD1 inv	Pemphigus Ab inh	OPRM1-OPRD1 ag	V-ATPase pH	HTR5A ag ctr	DAGLB inh	HTR5A inv ag	PKA-R1A act
Cn1c(C(=O)O)c(C=O)c2ccccc21
  -12	-31	16	105	-3.1	5	1	1	24	-17
CCCCCNC1=CC(=O)CC(c2ccccc2)C1 (stereo unspecified)
  -8	3	16	101	-3.8	-7	0	-1	10	-8
Cc1nc2scc(C)n2c(=O)c1S(=O)(=O)NCCc1ccc(Cl)cc1
  -9	8	1	nt	-0.1	-1	6	-5	-22	0
Cc1sc2ncnc(SC(C)C(=O)N3c4ccccc4Sc4ccccc43)c2c1C (stereo unspecified)
  2	4	-5	98	0.9	2	0	-16	20	-4
COC(=O)c1sccc1NC(=O)c1csc2c1CCCC2
  -2	-1	-20	92	3.7	0	0	-18	2	15
O=C(COC(=O)C1=COCCO1)NCc1ccc(F)cc1
  -4	0	12	92	-2.4	1	2	2	-19	-6
COC(=O)Cc1c(C)nc2nc(-c3ccc(OC)cc3)[nH]n2c1=O
  1	-6	14	95	-2.9	-1	3	2	-7	6
O=C1O/C(=C/C(=O)N2CCOCC2)c2ccccc21
  -6	1	13	114	-2.3	-1	1	2	9	-3
CCN(CC)S(=O)(=O)c1ccc(C)c(NC(=O)/C=C/c2cccs2)c1
  -10	12	-5	101	0.9	0	2	-1	-6	-11
Cc1c(S(=O)(=O)N2CCc3ccccc3C2)c(=O)n(C)c(=O)n1C
  8	9	-3	106	0.5	-2	3	0	-22	1
O=C(c1cc2cc(F)ccc2[nH]1)N1CCN(c2ccc(F)cc2)CC1
  1	5	-26	103	5.5	-4	4	-5	-14	2
Cc1cccc(OCc2nnc(SCC(=O)c3ccccc3)o2)c1
  4	5	-17	nt	2.8	1	-3	-6	-15	2
Cc1nnc(SCc2cccc([N+](=O)[O-])c2)[nH]c1=O
  -6	30	16	89	-2.5	3	-1	-2	5	-3
COc1ccc(S(=O)(=O)NCc2cccnc2)cc1NC(=O)c1ccc(Cl)cc1
  -7	-6	10	85	-1.9	2	3	3	-8	-12
O=C(O)CCCn1cc(NC(=O)c2cc(F)c(F)cc2Cl)cn1
  -1	31	1	100	-0.3	1	6	-1	-23	-4
CN(C)S(=O)(=O)c1cccc(C(=O)NCCOC(=O)c2cc(F)c(F)cc2Cl)c1
  -2	4	15	93	-2.3	4	1	-4	-3	-8
CCC(C(=O)Nc1cc(C(=O)O)ccc1C)c1ccccc1 (stereo unspecified)
  -7	-22	16	76	-3.2	0	-4	-2	9	7
NC(=O)CN1C(=O)C(=O)N(Cc2ccccc2Cl)C1=O
  -3	9	10	99	-2.1	-4	0	-1	-1	4
Oc1oc(-c2cccc3ccccc23)nc1/C=N/c1nccs1
  -2	11	-4	96	0.7	5	6	1	-7	3
O=C(c1cccs1)N1CCN(Cc2cccc([N+](=O)[O-])c2)CC1
  2	-8	21	92	-3.5	-2	0	-6	-1	-8

Quoted from the listing.
CCN(CC)S(=O)(=O)c1ccc(C)c(NC(=O)/C=C/c2cccs2)c1 in Pemphigus Ab inh → 101
O=C1O/C(=C/C(=O)N2CCOCC2)c2ccccc21 in PKA-R1A act → -3

More compounds follow:
Below each compound: PKA-R2B activ	Arrestin-AP2 inh	OPRM1-OPRD1 inv	Pemphigus Ab inh	OPRM1-OPRD1 ag	V-ATPase pH	HTR5A ag ctr	DAGLB inh	HTR5A inv ag	PKA-R1A act
O=c1ccc2[n+]([O-])c3ccc(O)cc3oc-2c1
  6	41	-2	99	0.5	-2	2	-2	-6	11
C=CCN1C(=O)c2ccc(C(=O)NCCc3ccc(F)cc3)cc2C1=O
  1	-3	5	nt	-1.0	-5	-2	3	6	-2
CN(C)c1ccnc(N(Cc2ccccc2)Cc2ccccc2)c1C#N
  12	4	-10	99	1.7	4	-2	-5	-10	-2
CCOCCCNC(=O)c1ccc(CS(=O)(=O)Cc2ccc(C)cc2)o1
  4	-6	8	112	-1.4	3	-1	4	6	5
CN(C1CCCCC1)S(=O)(=O)c1cccc(C#N)c1
  -15	10	-5	100	0.9	7	0	0	0	-7
Cc1c(Cl)c([N+](=O)[O-])nn1CCCC(=O)Nc1cccnc1
  -10	25	17	97	-3.3	-2	-2	-2	-2	-9
Cc1nc2c(S(=O)(=O)c3ccccc3)cnn2c(C)c1C
  2	-18	9	105	-1.8	0	5	-2	-12	-12
CCCCC(CC)COC(=O)c1ccc(N(C)C)cc1 (stereo unspecified)
  4	18	6	104	-1.1	2	-2	-3	7	1
Cc1cc(C)cc(NC(=O)CN2CCN(C(=O)c3cccs3)CC2)c1
  0	1	11	107	-2.1	1	-2	-1	8	-12
O=C(CN(Cc1ccc(F)cc1)S(=O)(=O)c1ccccc1)N1CCCCC1
  -2	3	4	106	-0.8	-5	0	-3	0	-3
CC(=O)c1cccc(NC(=O)C2CCCN(S(C)(=O)=O)C2)c1 (stereo unspecified)
  -6	0	4	104	-0.7	7	-3	-1	1	-13
CN1CCN(CC(O)COCCOc2ccc(Br)cc2)CC1 (stereo unspecified)
  -1	4	2	102	-0.3	-3	3	0	-12	-3
Nc1ncnc(Sc2ccc(Cl)cc2)c1[N+](=O)[O-]
  4	5	-19	100	3.6	-2	1	-2	19	0
COc1ccc(S(=O)(=O)N2CCOC2CNC(=O)C(=O)NCCCN2CCCC2=O)cc1OC (stereo unspecified)
  0	nt	nt	95	nt	nt	nt	0	nt	6
Nc1cc(Cl)ccc1Oc1ccc(Cl)cc1
  4	-4	-39	101	7.4	5	7	-15	-9	2
O=C(NNC(=O)C1CCN(S(=O)(=O)c2cccc(C(F)(F)F)c2)CC1)C1CC1
  4	1	16	82	-3.1	2	-1	-2	4	-14
C=CCOc1ccccc1CN(CCc1ccccc1)C(=O)c1cccc(S(C)(=O)=O)c1
  -5	-7	-9	96	1.1	-1	-1	-1	4	-5
COc1cc(C(=O)NCCNC(=O)c2ccc(C)nc2)cc(OC)c1OC
  -16	-7	-14	107	1.7	-2	6	-3	-57	-13
O=S(=O)(c1ccc(Cl)c(F)c1)N1CCC(c2nc(-c3ccncc3)no2)CC1
  -10	-3	3	100	-0.5	2	-1	-1	-7	-6
CCOc1ccc(NS(=O)(=O)c2ccc(C(=O)NCC(c3ccco3)N3CCCCC3)cc2)cc1 (stereo unspecified)
  4	nt	nt	99	nt	4	nt	-7	nt	-6

Below each compound: PKA-R2B activ	Arrestin-AP2 inh	OPRM1-OPRD1 inv	Pemphigus Ab inh	OPRM1-OPRD1 ag	V-ATPase pH	HTR5A ag ctr	DAGLB inh	HTR5A inv ag	PKA-R1A act
CCOC(=O)c1sc(-c2ccc(Cl)cc2Cl)nc1O
  -2	-2	-23	111	4.4	-11	12	3	1	1
O=C1/C(=C/c2ccccc2[N+](=O)[O-])COc2ccccc21
  -6	25	-17	106	3.4	1	-1	-2	-24	-5
Cc1ccc(N=CC2=C(O)CC(c3cccc(Cl)c3)CC2=O)cc1 (stereo unspecified)
  11	4	6	100	-1.2	-6	-4	0	36	8
Cc1ccccc1NC(=O)NC1CCCCC1C (stereo unspecified)
  -3	7	21	107	-4.4	-3	2	-2	6	-8
CCN(CC)c1nc(N)c2c(N)nc3c(c2c1C#N)CC(c1ccccc1)O3 (stereo unspecified)
  7	2	-15	98	2.8	-1	1	-1	-36	10
Cc1ccc(NC(=O)C2C(c3ccccc3)C=CC(c3ccccc3)C2C(=O)O)cc1 (stereo unspecified)
  -11	-7	-1	103	0.3	3	-3	7	15	7
CC(C)(C)OC(=O)NCCCCCNC(=O)c1nc[nH]c1C(=O)NCc1ccccc1
  10	-3	10	110	-1.8	8	-1	0	-30	-2
O=C(/C=C/c1ccc(Cl)cc1Cl)Nc1cccc(S(=O)(=O)NC2=NCCCCC2)c1
  2	19	3	101	-0.6	0	14	4	-35	3
COc1ccc(-c2cn(CCO)c(-c3ccncc3)n2)cc1
  1	14	3	101	-0.6	-2	0	1	7	1
CCOc1ccc(C2=C(C=C(C#N)C#N)C(c3ccccc3)c3ccccc3O2)cc1 (stereo unspecified)
  -5	13	11	109	-2.0	0	-1	-1	-28	-13
Cc1ccc(NC(=O)CNC(=O)c2ccc(Oc3ccccc3)cc2)nc1
  -4	-9	-6	102	1.0	8	4	2	12	-4
O=C1C=C(NCCc2cc(Br)c(O)c(Br)c2)C(=O)c2ncccc21
  -6	12	-157	58*	36*	-3	6	6	-25	0
COC(=O)c1ccc(N(C(=O)c2ccco2)C(C(=O)NC2CCCC2)c2ccco2)cc1 (stereo unspecified)
  -1	6	20	98	-3.6	2	0	0	-6	-7
COc1ccc(S(=O)(=O)N2CC3CCCN3c3cc(C(F)(F)F)ccc32)cc1 (stereo unspecified)
  -18	1	1	nt	-0.2	2	8	0	-21	-18
CSc1ccccc1N=CC1=C(O)CC(C)(C)CC1=O
  6	-6	2	99	-0.3	2	-1	1	3	0
CCCCC(c1nnnn1CCOC)N1CCN(C)CC1 (stereo unspecified)
  -9	-1	3	95	-0.5	-2	4	-2	-6	8
CCN1CCN(Cc2ccc(NC(=O)CC3Oc4ccc(C)cc4NC3=O)cc2)CC1 (stereo unspecified)
  13	2	1	100	-0.1	6	-2	0	6	-12
